STEP inh = blocks human striatal-enriched tyrosine phosphatase; inhibition, % at 20 µM; P54829; hit rate 0.25% among 360,000; AID 588621; recombinant STEP, OMFP fluorogenic substrate, fluorescence;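 active = inhibition at 20 µM, scaled per plate between control wells, above about 37%, limit read from the data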;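 also: 0% = DMSO with enzyme and substrate and 100% = substrate only without enzyme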
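Material: STEP (striatal-enriched tyrosine phosphatase) enzyme, cell-free; Compound dosing: 20 µM single dose in 1% DMSO; Technique: fluorescence read at 480 nm ex / 540 nm em; Times: reaction 20 min, ambient temperature; Medium: 50 mM Bis-Tris pH 6.0 with 2.5 mM DTT and 0.005% Tween 20; Also added: OMFP at 25 µM.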
TbMetRS inhib = Trypanosoma brucei MetRS inhibition; purified T. brucei MetRS, ATP depletion, Kinase-Glo luminescence; inhibition, % at 11.9 µM; hit rate 0.4% among 360,000;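 active = inhibition above a per-plate cutoff of the control wells' mean inhibition plus 3 SD, cut at about 5.5% in these data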;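 also: 0% = DMSO wells median and 100% = median of wells with control inhibitor compound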
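assay system = parasite MetRS enzyme | timing = 15 min preincubation, 2 h reaction, all 25 °C | evaluation = percent inhibition relative to median high and low control wells | medium = HEPES buffer containing pyrophosphatase, BSA, spermine, DTT | compound = single dose, 11.9 µM final nominal, 0.9% final DMSO | detection = Kinase-Glo luminescence, ATP depletion format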
DNMT1 inh = blocks human DNA methyltransferase DNMT1; inhibition (reported as % activation of signal), % at 10 µM; DNMT1 molecular beacon, Hinp1I cleavage, fluorescence; P26358; hit rate 0.83% among 360,000; in the data active = inhibition above about 50%
Target sequence (P26358 504-1616 limits assumed): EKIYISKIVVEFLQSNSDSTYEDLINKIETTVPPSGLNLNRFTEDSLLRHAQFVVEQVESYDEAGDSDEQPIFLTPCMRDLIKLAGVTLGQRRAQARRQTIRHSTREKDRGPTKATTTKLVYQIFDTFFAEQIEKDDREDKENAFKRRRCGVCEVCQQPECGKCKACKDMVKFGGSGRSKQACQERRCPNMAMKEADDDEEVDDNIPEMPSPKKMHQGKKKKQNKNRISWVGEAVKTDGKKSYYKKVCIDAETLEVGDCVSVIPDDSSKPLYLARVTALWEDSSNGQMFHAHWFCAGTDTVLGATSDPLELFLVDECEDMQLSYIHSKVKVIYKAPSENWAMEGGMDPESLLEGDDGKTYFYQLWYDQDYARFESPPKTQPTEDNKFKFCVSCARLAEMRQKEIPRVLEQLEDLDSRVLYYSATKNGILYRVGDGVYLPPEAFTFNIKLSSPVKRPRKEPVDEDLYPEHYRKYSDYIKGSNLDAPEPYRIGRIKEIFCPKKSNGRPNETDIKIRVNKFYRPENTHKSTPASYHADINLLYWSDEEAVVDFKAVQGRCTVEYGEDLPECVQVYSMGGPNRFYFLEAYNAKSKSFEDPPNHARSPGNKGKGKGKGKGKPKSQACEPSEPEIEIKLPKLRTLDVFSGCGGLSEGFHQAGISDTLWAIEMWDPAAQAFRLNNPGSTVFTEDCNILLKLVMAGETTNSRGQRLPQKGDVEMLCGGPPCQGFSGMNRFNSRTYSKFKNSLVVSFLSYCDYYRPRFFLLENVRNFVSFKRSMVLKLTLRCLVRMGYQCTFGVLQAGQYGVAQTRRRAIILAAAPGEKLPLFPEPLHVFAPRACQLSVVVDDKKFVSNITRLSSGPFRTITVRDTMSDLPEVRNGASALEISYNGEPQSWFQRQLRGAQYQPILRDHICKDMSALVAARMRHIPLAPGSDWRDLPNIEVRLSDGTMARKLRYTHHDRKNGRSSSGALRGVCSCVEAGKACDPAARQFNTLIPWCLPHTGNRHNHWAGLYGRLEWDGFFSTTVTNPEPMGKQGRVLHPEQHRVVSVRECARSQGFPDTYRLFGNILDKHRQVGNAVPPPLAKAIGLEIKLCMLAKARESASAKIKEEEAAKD
NRP1-CendR mod = NRP-1/CendR interaction modulation | O14786 | FAM-RPARPAR peptide binding to NRP-1, fluorescence polarization | inhibition, % at 25 µM | hit rate 0.85% among 360,000;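 active = inhibition or corrected inhibition above about 18%, plus a signal ratio from 0.5 to 1.5, limit read from the data, passing the limit was not always enough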; also: strong numbers were not always called active
Scp-1 inhibitor = blocks human Scp-1 phosphatase activity; Recombinant Scp1, phosphopeptide, malachite green phosphate absorbance; inhibition, % at 20 µM; hit rate 0.88% among 340,000; AID 493091;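 active = inhibition above about 50% at 20 µM, limit read from the data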;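 also: plate controls were DMSO wells with enzyme for no effect and wells lacking enzyme for full effect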
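assay system = SCP-1 phosphatase catalytic domain, residues 76-261 | buffer or medium = 50 mM Tris acetate pH 5.5, 0.005% Tween-20, 10 mM MgCl2 | incubation = enzyme reaction 45 min at room temperature, colour 5 min, stabilisation 30 min | signal = Phosphate-binding colour reagent, absorbance read at 630 nm | measure = % inhibition at 20 µM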
LMPTP block = blocks human LMPTP phosphatase; P24666; inhibition, % at 20 µM; recombinant LMPTP-A, OMFP fluorogenic substrate, fluorescence intensity; AID 651560; hit rate 0.22% among 360,000;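 active = compounds that cut the enzyme signal by at least half of the control window in the single-dose screen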;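 also: plate controls were DMSO wells with enzyme plus substrate for no effect and substrate without enzyme for full effect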
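Assay system: LMPTP-A phosphatase enzyme | Input: 0.625 nM enzyme | Also added: Fluorogenic phosphatase substrate OMFP at 400 µM final | Compound dosing: One test concentration per compound, 20 µM, with 3% DMSO overall | Schedule: 50 min enzyme reaction at room temperature, protected from light | Signal: Fluorescence intensity | Benchmarks: no-enzyme and uninhibited controls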
eLon inh = E. coli protease La inhibition. P0A9M0. purified E. coli Lon protease, fluorescence polarization. inhibition, % at 7.94 µM. hit rate 0.42% among 360,000. AID 602123; in the data active = inhibition above about 13%, passing the limit was not always enough;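 also: 0% = enzyme with probe and DMSO and 100% = no enzyme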
MsrA act = activates bovine MsrA enzyme | purified bovine MsrA, absorbance read-out | activation, % at 10.6 µM | hit rate 0.3% among 360,000 | AID 602163; in the data active = activation above about 7.5%;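 also: 0% = vehicle and 100% = reference activator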
MsrA inh = inhibits bovine methionine sulfoxide reductase A | purified bovine MsrA, absorbance read-out | inhibition, % at 15.5 µM | hit rate 0.75% among 360,000; in the data active = inhibition above about 4.5%;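 also: 0% = vehicle wells with enzyme and 100% = reference inhibitor wells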
SUMO1 PPI mod = SUMO1-SIM interaction modulation. SUMO1 binding to a labelled peptide, TR-FRET, 1 h. inhibition, % at 20 µM. hit rate 0.33% among 360,000. AID 602429; in the data active = inhibition above about 37%
* marks the source's active call; other numbers are inactive results; x = not tested or not shown.

cpd	structure	MsrA act	NRP1-CendR mod	SUMO1 PPI mod	TbMetRS inhib	eLon inh	LMPTP block	MsrA inh	Scp-1 inhibitor	STEP inh	DNMT1 inh
1	O=C(CCCN1C(=O)[C@H]2CC=CC[C@H]2C1=O)NCc1nc(-c2ccc(Cl)cc2)no1	-2	10	-6	0.3	-10	-0.9	0.3	-5	-3	-1
2	CC1=CC(c2ccccc2)n2nc(N3C(=O)CCC3=O)nc2N1 (stereo unspecified)	-2	-10	0	0.0	-3	-0.1	-0.7	0	0	11
3	O=C(C(=O)N1CCCC1)c1c(-c2ccccc2)[nH]c2ccccc12	-2	2	9	0.7	-11	-0.8	1.4	-10	2	0
4	CCCCCC(=O)N(CN1C(=O)CCC1=O)c1ccccc1	-2	-8	-3	-0.2	3	-0.2	0.4	0	0	2
5	COc1cccc(C2(c3cccc(OC)c3)CC2C(=O)Nc2ccccc2Cl)c1 (stereo unspecified)	-1	-3	-3	0.2	-12	3.1	1.0	-16	-2	-4
6	CN1CCN(c2ccc(NC(=O)C(C)(c3ccccc3)c3ccccc3)cc2)CC1	-9	2	-3	-2.0	7	-0.1	1.2	2	0	1
7	O=C(NNC(=O)C1CCN(S(=O)(=O)c2c(Cl)cccc2Cl)CC1)c1ccccc1O	-2	11	14	-0.3	-10	1.1	1.3	5	0	-3
8	O=C1C2C(C(=O)N1CC1CCCO1)C1C=CC2C12CC2 (stereo unspecified)	2	9	1	-0.6	8	0.7	0.7	-7	6	-6
9	Cc1cc(C(=O)CSc2nn3c(=O)c(C(C)(C)C)nnc3s2)c(C)n1C1CC1	-1	-19	3	-0.6	10	0.6	0.9	-3	-1	-7
10	Cc1ccccc1OCC(=O)NCC(=O)OCC(=O)c1ccc2ccccc2c1	-1	5	-16	0.0	12	2.9	0.1	-20	-2	-6
11	Cc1nc2c(c(=O)c3ccccc3n2C)c(=O)n1-c1ccc(F)cc1	-2	5	1	3.1	-8	-2.2	0.8	1	2	0
12	COc1ccc(NC(=O)C(C)Sc2ccccc2)cc1 (stereo unspecified)	-4	42*	-1	-0.5	-12	-2.5	1.3	-7	-2	-2
13	Cc1cccc(OCC(=O)Nc2nnc(S(=O)(=O)N3CCCCC3)s2)c1	1	-8	5	0.3	-2	-0.8	0.2	-14	-2	2
14	COc1cc(C(F)(F)F)ccc1C(=O)NCCc1ccco1	0	2	0	-0.7	12	0.1	0.8	-7	1	3
15	O=C(C[C@@H]1C=C[C@@H](NC(=O)Nc2cccc(F)c2)[C@@H](CO)O1)NCC1CCCCC1	x	2	6	0.1	x	-0.3	0.4	x	x	x
16	O=c1cnnc(SCc2ccc([N+](=O)[O-])cc2)[nH]1	-10	-7	-11	-0.9	0	-0.5	0.7	-3	1	4
17	c1cncc(CSc2ccc(-c3ccc4c(c3)OCO4)nn2)c1	-4	-8	1	-0.6	8	2.0	1.7	1	8	1
18	COC(=O)c1c(NC(=O)c2ccccc2N(C)S(=O)(=O)c2ccccc2)sc2c1CCCC2	1	5	-2	0.0	9	1.2	0.2	-4	9	-5
19	COc1ccc(S(=O)(=O)NCCS(=O)(=O)N2CCN(c3ccccc3)CC2)cc1	-1	-7	0	-0.1	5	0.7	0.4	-1	-2	-2
20	CCOC(=O)Cc1c(C)nc2c(-c3ccccc3)c(C)nn2c1C	-2	-6	-3	0.1	-1	1.7	0.5	6	0	0
21	CCc1cccc(NC(=O)C2CCCN2C(=O)Nc2ccc(C)cc2)c1 (stereo unspecified)	-2	-5	4	1.0	4	0.5	0.7	-7	2	-1
22	O=C(CSc1nnc(-c2ccc(C(F)(F)F)cn2)o1)Nc1ccccc1Cl	-1	-8	-3	-0.3	1	-1.1	-0.5	7	0	0
23	Cc1ccc(S(=O)(=O)N2CCN3CCCC3C2)cc1 (stereo unspecified)	-4	17	0	-0.6	0	-0.8	-0.5	0	-2	5
24	COCCCNC(=O)CNC(=S)N(Cc1cc(OC)c(OC)c(OC)c1)C1CCCC1	-1	14	-5	-0.6	0	-2.1	-0.4	-8	4	4
25	COc1ccc2[nH]c(=O)c(CN(C(=O)c3cccnc3)c3ccccc3C)cc2c1	-2	0	1	0.6	-5	-1.4	1.2	-3	-3	1
26	Cc1nn(Cc2ccc(F)cc2Cl)c(C)c1[N+](=O)[O-]	-8	12	1	-1.0	1	0.8	-0.4	3	1	3
27	Cc1ccc(Cn2ncc3c(N4CCN(c5ccccc5C)CC4)ncnc32)cc1	0	14	1	0.0	-7	5.4	1.5	-2	6	-6
28	CCCN1CCC(NC(=O)Cc2ccc(C)cc2)CC1	-1	3	0	-0.1	0	0.2	0.1	0	1	0
29	CC1(c2nnc(-c3ccccc3)o2)CC(c2cccnc2)=NO1 (stereo unspecified)	-1	-6	0	-0.3	0	-3.3	0.0	6	5	-3
30	O=C(CCN1CCCO1)N1CCCC(N2CCN(c3cccc(C(F)(F)F)c3)CC2)C1 (stereo unspecified)	-10	10	-4	-0.6	2	-0.3	-0.6	-1	-1	2
31	O=C(CSc1ccc2nnc(-c3ccncc3)n2n1)Nc1ccc2c(c1)OCCO2	-4	8	-1	-0.7	-11	0.0	0.1	0	1	5
32	CN(Cc1ccccc1)S(=O)(=O)c1csc(C(N)=O)c1	-1	-7	-5	-0.7	-15	0.0	0.4	-5	-1	2
33	O=C(Cc1cccc2ccccc12)NC(NC(=S)Nc1ccccc1Cl)C(Cl)(Cl)Cl (stereo unspecified)	-5	-20	-3	-0.4	-1	0.4	-0.8	-14	2	0
34	CCCCC[C@@H](C)N1C[C@@H](COCc2ccccc2)Oc2cc(N3CC[C@@H](O)C3)ccc2S1(=O)=O	0	12	5	-0.3	2	3.3	0.1	x	x	x
35	Cc1cc(=O)n(C)c(=O)n1CCCCCN1CCCC1	0	1	-4	-0.7	0	0.4	0.7	-7	0	0
36	CN=c1scc(-c2ccco2)n1/N=C/c1ccc(O)c(O)c1	-6	-19	-3	-0.6	-1	2.7	3.8	-5	-2	-21
37	CCN(CC)C(=O)CSc1ncnc2c(-c3cccs3)nsc12	-1	-28	24	0.4	-16	45	-0.7	76*	4	97*
38	O=C(O)CC(NS(=O)(=O)c1cccc2nsnc12)c1ccc(F)cc1 (stereo unspecified)	1	14	-12	0.1	6	-1.2	0.8	-5	-2	1
39	CN(C)CCCNC1CS(=O)(=O)CC1O (stereo unspecified)	-10	-4	1	-1.4	-3	-5.9	0.0	-4	-2	5
40	CCOC(=O)[C@]12CCCC=C1N(CCC1=CCCCC1)C(=O)[C@H](CC(=O)N1CCSCC1)C2	x	-6	5	-0.2	x	1.2	-0.8	x	x	x
41	COc1ccc(CCNC(=O)CN2CCN(c3cccc(C(F)(F)F)c3)CC2)cc1	-7	17	0	-2.2	2	1.9	-0.4	-2	0	3
42	Cc1ccc(S(=O)(=O)NNC(=O)CCC(=O)Nc2ccccc2Cl)cc1	-2	6	-4	0.0	-1	0.5	0.3	-2	5	2
43	CCOc1ccccc1NCN1C(=O)c2ccccc2C1=O	-2	-5	0	-0.3	0	-1.1	-0.3	x	-1	-2
44	CC(=O)Nc1ccc(S(=O)(=O)Nc2nc(C)nc3sc4c(c23)CCC4)cc1	-4	-14	2	-0.8	-8	-0.5	1.3	26	0	1
45	O=C(C[n+]1ccccc1)c1ccc(NC(=O)c2ccccc2)cc1	1	3	2	0.3	-1	1.6	1.2	19	-1	-10
46	COc1ccc(N(CC(=O)N2CCCC(C)C2)S(=O)(=O)c2c(C)nn(C)c2C)cc1 (stereo unspecified)	-2	-6	1	0.8	-14	-1.7	1.1	6	0	-2
47	CC(C)Nc1nc(Cl)nc(N(C#N)CN2C(=O)c3ccccc3S2(=O)=O)n1	-2	1	5	0.9	-1	0.7	-1.4	-3	0	-4
48	Cc1ccc(C)c(NC(=S)N2CCC(C(=O)c3ccc(F)cc3)CC2)c1	0	4	6	-0.3	-5	-0.5	-0.1	x	-1	0
49	CCOc1cc(C#N)c(NC(=O)CSc2nnnn2-c2ccc(OC)cc2)cc1OCC	-1	-10	7	-0.3	4	0.4	-0.3	-4	2	-4
50	C/C(N)=C(/C#N)C(=O)COC(=O)c1ccccc1Oc1ccccc1	-3	-1	-1	-0.2	-7	0.7	-1.0	-9	0	3
51	Cc1ccccc1-n1c(C)cc(/C=N/NC(=O)c2ccncc2)c1C	-9	4	-3	-0.9	-4	-1.3	3.2	1	-1	-5
52	COC(=O)[C@]12CCCCC=C1N(Cc1ccccc1)C(=O)[C@H](CC(=O)NCc1cccc(C(F)(F)F)c1)C2	-1	7	5	-0.1	-4	1.8	0.6	x	x	x
53	Cc1cc(C(=O)N2CCC2(C)C(=O)NS(=O)(=O)c2ccc(Cl)cc2)nn1C (stereo unspecified)	-6	15	-4	0.2	-8	0.5	-0.6	x	-4	5

Among those listed so far, 2 have a furan ring, fused or not:
cpd	structure	MsrA act	NRP1-CendR mod	SUMO1 PPI mod	TbMetRS inhib	eLon inh	LMPTP block	MsrA inh	Scp-1 inhibitor	STEP inh	DNMT1 inh
14	COc1cc(C(F)(F)F)ccc1C(=O)NCCc1ccco1	0	2	0	-0.7	12	0.1	0.8	-7	1	3
36	CN=c1scc(-c2ccco2)n1/N=C/c1ccc(O)c(O)c1	-6	-19	-3	-0.6	-1	2.7	3.8	-5	-2	-21
